MBNL1 CUG block – qHTS Assay for Inhibitors of MBNL1-poly(CUG) RNA binding | hit rate 0.036% among 280,000 | Muscleblind-like protein 1 (Homo sapiens), Q9NR56 | AID 2675, 2010 | Potency, µM (top dose mostly 57.5 µM), inactives show top-dose activity change, negative = inhibition, most hits filed as inhibitors | TR-FRET MBNL1-His/biotin-(CUG)12 binding, 665/545 ratio; active = well fitted inhibition curve with a large enough effect in the signal ratio, with a control signal flat, not every such curve was filed as active; inconclusive = small, poorly fitted or top-dose-only effect, or effect the other way, or a change in a side signal; inactive = no such curve, though single readings can be large or run the other way; the % refers to the signal ratio; also: potency is read from the fitted curve at half-maximal effect; % is scaled to controls: 0 for no effect and ±100 for the full control effect
Target sequence (Q9NR56 whole entry, looked up): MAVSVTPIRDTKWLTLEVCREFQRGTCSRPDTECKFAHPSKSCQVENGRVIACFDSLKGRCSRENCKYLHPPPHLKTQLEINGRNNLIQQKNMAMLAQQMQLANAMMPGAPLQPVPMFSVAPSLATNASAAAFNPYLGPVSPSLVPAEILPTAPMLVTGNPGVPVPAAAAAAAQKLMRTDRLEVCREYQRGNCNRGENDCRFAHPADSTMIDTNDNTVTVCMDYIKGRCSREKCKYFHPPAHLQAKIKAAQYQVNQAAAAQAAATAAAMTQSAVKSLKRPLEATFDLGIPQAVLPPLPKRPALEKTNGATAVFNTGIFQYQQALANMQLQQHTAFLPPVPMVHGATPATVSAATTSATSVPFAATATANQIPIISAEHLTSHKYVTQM
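MBNL1-His + Biotin-(CUG)12, cpd titration 92 nM–58 uM; Tb anti-His Ab 0.055 ng/ul, SA-XL665 5 nM (final); 60 min RT; ratiometric 665/545 nm, Ex 340 nm; normalized to buffer and full-complex controls.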
TRPV1 agonist – HTS Assay for Compounds that Act as Agonists of the Vanilloid Receptor 1. Transient receptor potential cation channel subfamily V member 1 (Homo sapiens), Q8NER1. TRPV1-expressing cells, Fluo-8 calcium influx, agonist mode. activation, % at 8.33 µM. hit rate 0.19% among 320,000; in the data active = activation above about 80%; inconclusive = between about 30% and that limit; also: 0% is about no effect
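TRPV1-expressing cells were cultured overnight at 35.5C and loaded with Fluo-8 calcium dye for 40 to 90 min at room temperature. After a 10 s baseline, compound was added and calcium influx was read kinetically for 3 min (ex 480/em 520 nm).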
GALK inh – qHTS Assay for Inhibitors of Human Galactokinase (GALK); P51570; Purified GALK, Kinase-Glo residual ATP luminescence; Potency, µM (titrated, usually from 57.5 µM), for inactives: at the highest dose activity change, negative = inhibition, most hits filed as inhibitors; hit rate 0.007% among 270,000; also: potency is read from the fitted curve at half-maximal effect; % is scaled to controls: 0 for no effect and ±100 for the full control effect
Target sequence (P51570 whole entry, looked up): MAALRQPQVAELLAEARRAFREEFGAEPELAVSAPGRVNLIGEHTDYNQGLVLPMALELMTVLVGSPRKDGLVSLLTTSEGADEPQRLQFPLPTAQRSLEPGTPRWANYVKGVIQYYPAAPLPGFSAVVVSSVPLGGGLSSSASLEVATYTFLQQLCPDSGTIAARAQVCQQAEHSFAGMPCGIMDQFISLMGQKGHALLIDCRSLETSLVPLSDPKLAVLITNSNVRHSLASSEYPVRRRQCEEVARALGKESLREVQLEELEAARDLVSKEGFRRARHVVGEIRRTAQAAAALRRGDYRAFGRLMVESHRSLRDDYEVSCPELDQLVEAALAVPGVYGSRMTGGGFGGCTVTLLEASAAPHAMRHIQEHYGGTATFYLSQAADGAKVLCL
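Compounds were pin-transferred into ATP buffer (35 uM final), then GALK plus galactose (5 nM, 100 uM final) was added. After 1 h at room temperature, Kinase-Glo Plus was added and luminescence read after 10 min.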
hERG WT inh – qHTS for Inhibitors of KCHN2 3.1: Wildtype qHTS; U2OS, BacMam KCNH2, thallium flux FluxOr; stronger effect = lower value; activity change, % at 1.84 µM; hit rate 0.37% among 340,000; AID 720551, 2013;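 active = maximum activity change below -70%; inconclusive = maximum activity change between -70% and -50%; inactive = maximum activity change above -50%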; also: % is scaled to controls: 0 for no effect and ±100 for the full control effect
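U2OS cells transduced with wild-type KCNH2 virus are loaded with FluxOr dye for 45 min, and thallium flux is measured in kinetic reads before and after stimulation buffer. Rate constants are normalized to DMSO controls.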
A-T KAP1 phos – qHTS Assay for Identifying a Potential Treatment of Ataxia-Telangiectasia. […] A-T fibroblasts, KAP-1 phosphorylation AlphaLISA; neocarzinostatin DNA damage 30 min before lysis. hit rate 0.19% among 320,000. Potency, µM (top dose mostly 57.5 µM), inactives show at the top dose activation, most hits filed as activators. AID 485349, 2010; also: potency is read from the fitted curve at half-maximal effect; % of control where 0% means no effect; nearly all actives have a fitted effect of over 45% in size
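hTERT-immortalized A-T patient fibroblasts ([…]), 500 cells/well in OPTI-MEM, 1% FBS, got compounds for 60 min, then NCS for 30 min at 37C. Lysates were then assayed for phospho-KAP-1 by AlphaLISA (anti-pKAP1 donor, anti-KAP1 acceptor beads), 6 hr at 25C.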
a7 integrin act – qHTS for Activators of Integrin-Mediated Alleviation for Muscular Dystrophy; alpha7betagal myoblasts, beta-gal FDG fluorescence, 48 h; hit rate 0.064% among 350,000; Potency, µM (titrated, usually from 38.3 µM), inactives show top-dose activation, most hits filed as activators;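 also: potency is read from the fitted curve at half-maximal effect; 100% = response of the positive control SU9516; nearly all actives have a fitted effect of over 60% in size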
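Alpha7betagal+/- myoblasts (passage 13) were plated 16-24 hr, then exposed to compounds (1:260 dilution of DMSO stock) for 48 hours at 37C. After MPER lysis, β-galactosidase reporter activity was read as FDG fluorescence (ex 480/em 540) after 30 minutes.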
KCNH2 3.1 inh – qHTS for Inhibitors of KCHN2 3.1: Mutant qHTS. activity change, % (tested at about 1.8 µM). Potassium voltage-gated channel subfamily H member 2, brain isoform KCNH2 3.1 (human). hit rate 0.95% among 340,000. U2OS KCNH2 3.1, thallium flux FluxOr; stronger effect = lower value;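 active = maximum activity change below -70%; inconclusive = maximum activity change from -70% to -50%; inactive = maximum activity change above -50%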;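 also: thallium influx rate constant from kinetic fluorescence after stimulation buffer; % is scaled to controls: 0 for no effect and ±100 for the full control effect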
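Thallium flux via FluxOr fluorescence (Red40 quencher, 45 min loading) in U2OS cells virally expressing the KCNH2 3.1 isoform (1.77 x 10^8 /mL virus, overnight at 37 C). Rate constants from 2-min kinetic reads post-stimulation, normalised to positive and negative controls.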
CXXC DNA block – qHTS Fluorescence Polarization Assay for Inhibitors of MLL CXXC domain - DNA interaction. hit rate 0.037% among 290,000. Histone-lysine N-methyltransferase 2A (Homo sapiens), Q03164. Potency, µM (top dose mostly 115 µM), for inactives: at the top dose activity change, negative = inhibition, most hits filed as inhibitors. MLL-CXXC / FITC-HOXA9 DNA fluorescence polarization; active = well fitted inhibition curve with a large enough effect in the polarisation, with a control signal flat, not every such curve was filed as active; inconclusive = small, poorly fitted or top-dose-only effect, or effect the other way, or a change in a side signal; inactive = no such curve, though single readings can be large or run the other way; the % refers to the polarisation; also: potency is read from the fitted curve at half-maximal effect
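Steps: dispense CXXC domain solution (7 uM) → pin compounds or unlabeled HOX-A9 DNA control → 5 min ambient → add FLSN-HOX-A9 solution (50 nM) → spin → 30 min ambient → fluorescence polarization. Tris pH 7.5/NaCl/DTT/BSA buffer.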
ASM inhibitor – Inhibitors of Secretory Acid Sphingomyelinase (S-ASM): qHTS. Sphingomyelin phosphodiesterase (Homo sapiens), P17405. placental ASM, HMU-PC fluorogenic substrate, 60 min. Potency, µM (highest dose often 57.5 µM), inactives show at the highest dose activity change, negative = inhibition, usual class: inhibitors. hit rate 0.006% among 340,000; also: potency is read from the fitted curve at half-maximal effect
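Steps: dispense placental human ASM, pin compound, wait 10 min at room temperature, add HMU-PC0 substrate at 9 uM final, incubate 60 min at 37 °C, add stop solution raising pH to 10, read fluorescence.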
Coupling enz – qHTS Assay for Inhibitors of Fructose-1,6-bisphosphate Aldolase from Giardia Lamblia: Coupling assay counterscreen | hit rate 0.67% among 290,000 | activity change, negative = inhibition, % at 58.2 µM, hits read low | coupling enzyme system counterscreen, AmpLite Red fluorescence; in the data active = activity change below about -30%; also: % is scaled to controls: 0 for no effect and ±100 for the full control effect
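First, compound is pin-transferred into glyceraldehyde-3-phosphate coupling-enzyme reagent at 57.5 uM final and held 10 min at RT. Next, substrate, coupling system and AmpLite Red are added. After 20 min RT, fluorescence (525/598 nm) is read.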
Starred values were filed as active, the others as inactive; ? = inconclusive; nt = not tested or not shown; [ ] = another dose, or the depositor's remark. Unless noted, calls follow the shape of the dose curve; as a rule, active = well fitted curve in the direction sought with a large enough effect; inconclusive = small, poorly fitted or top-dose-only effect, or another doubt; inactive = no such curve, though single readings can be large; an effect the other way counts as inactive or inconclusive.

structure,MBNL1 CUG block,TRPV1 agonist,GALK inh,hERG WT inh,A-T KAP1 phos,a7 integrin act,KCNH2 3.1 inh,CXXC DNA block,ASM inhibitor,Coupling enz
O=C(Nc1nc2ccccc2s1)C1CC(=O)N(c2ccc(F)cc2)C1 (stereo not given),10.0%,7.7,-2.0%,-2.3,nt,3.3%,-21.3,2.4%,-3.0%,-1.8
Cc1csc(NC(=O)C2CC(=O)N(Cc3ccco3)C2)n1 (stereo not given),0.5%,-1.2,10.7%,-25.2,4.7%,-4.0%,-5.2,2.7%,0.7%,-5.8
CC(OC(=O)CNC(=O)C1CCCCC1)C(=O)NCc1ccccc1 (stereo not given),nt,nt,nt,20.8,-3.1%,0.0%,13.3,nt,0.0%,nt
O=C(COC(=O)C1=COCCO1)Nc1cc(Cl)c(Cl)cc1Cl,nt,nt,nt,-6.6,3.9%,-18.5%,10.4,nt,-1.2%,nt
C/C(=N\NC(=O)Cn1c(-c2ccccn2)nc2ccccc21)c1ccccc1,4.2%,-0.3,0.7%,-4.0,1.6%,-1.1%,20.9,3.5%,-6.8%,2.6
CCOC(=O)C(=CNc1ccc(S(N)(=O)=O)cc1)C(=O)OCC,4.3%,-0.1,-1.6%,-3.4,5.9%,-8.7%,9.2,-5.5%,0.8%,2.7
Cc1ccc(NC2CC(=O)N(c3cccc([N+](=O)[O-])c3)C2=O)cc1 (stereo not given),?,11.7,0.0%,5.1,0.6%,-22.9%,5.0,-9.8%,-1.0%,2.0
Cc1cc(=O)c2cccc(Br)c2[nH]1,10.9%,0.8,-3.3%,-6.4,3.8%,23.6%,-7.1,0.0%,-1.0%,-0.3
CC(=O)Nc1ccc(N(C)S(C)(=O)=O)cc1,-4.3%,-3.5,0.5%,0.9,3.0%,5.3%,-5.9,2.1%,-1.1%,0.8
Cc1cc(NC(=O)c2ccc(Cn3cc([N+](=O)[O-])cn3)o2)no1,4.0%,2.4,-1.8%,-12.0,12.1%,3.3%,-16.6,14.8%,-0.8%,nt
CCCCc1cc(=O)oc2cc(OCC(=O)NCc3ccccn3)c(Cl)cc12,-2.1%,0.6,-9.5%,-10.6,2.1%,-9.3%,-1.9,15.2%,1.4%,nt
O=C(C1=C(O)C(=O)N(CCN2CCOCC2)C1c1ccc(F)cc1)c1cc2ccccc2o1 (stereo not given),?,2.3,-6.4%,-1.9,10.8%,-7.8%,13.0,19.7%,0.9%,nt

(further entries)
structure,MBNL1 CUG block,TRPV1 agonist,GALK inh,hERG WT inh,A-T KAP1 phos,a7 integrin act,KCNH2 3.1 inh,CXXC DNA block,ASM inhibitor,Coupling enz
Cc1ccc2ccccc2[n+]1CCCS(=O)(=O)[O-],19.1%,3.5,-4.0%,-11.6,-0.3%,24.7%,-11.4,-3.1%,-1.8%,-3.9
C#CCOCCOCCOCCNc1nc(N2CCN(C(=O)CCCCCCCCCCNC(=O)[C@H](CCCCN)n3cc(CCO)nn3)CC2)nc(N2CCN(C(=O)CCCCCCCCCCNC(=O)[C@H](CCCCN)n3cc(CCCC(=O)O)nn3)CC2)n1,nt,-3.5,nt,-4.1,20.0%,22.1%,11.3,nt,2.6%,nt
COCCn1c(SCc2nc3scc(-c4ccc(Cl)cc4)c3c(=O)[nH]2)nnc1-c1cccc(C)c1,26.5%,-0.8,1.1%,2.7,4.1%,5.4%,6.6,15.6%,-2.0%,4.8
O=C(Nc1ccc2c(c1)CCC2)c1ncoc1-c1ccccc1F,23.9%,17.1,14.5%,-12.6,13.1%,?,5.8,-0.5%,-1.3%,0.1
CC(C)CC(c1nnnn1CCc1ccccc1)N1CCC(C(N)=O)CC1 (stereo not given),-18.2%,2.5,-6.1%,18.9,nt,23.9%,9.8,1.4%,4.9%,0.5
O=C(NCCc1nc2ccccc2[nH]1)/C(=C/c1ccco1)NC(=O)c1ccc(Br)cc1,12.6%,11.3,-0.5%,-4.5,-1.2%,6.2%,?,-18.1%,-1.4%,2.6
CN(C)S(=O)(=O)N1CCC(c2ccc(F)cc2)C(COc2ccc3c(c2)OCO3)C1 (stereo not given),-3.3%,0.3,0.4%,2.2,1.5%,-18.9%,-14.6,-1.3%,-1.7%,-4.7
COc1cccc(NC(=O)CNC(=O)Cn2cnc3sc(C)c(C)c3c2=O)c1,-6.5%,-0.4,7.1%,6.0,5.3%,-36.2%,-1.0,-3.0%,-2.4%,4.0
COc1cc(CNCc2cccnc2)ccc1OCC(=O)NC(C)(C)C,-0.8%,-3.0,-3.1%,nt,-7.7%,24.6%,-8.5,3.0%,6.0%,3.8
COc1ccc(/C=C/C(=O)c2cc3c(cc2N)OCO3)cc1,?,6.5,0.3%,-4.0,-4.5%,38.8%,3.1,7.3%,-1.7%,-0.9
CCOC(=O)C1CCN(Cc2cc(=O)oc3c(C)c(C)ccc23)CC1,2.5%,25.8,2.8%,-42.2,16.6%,-29.7%,-9.3,31.8%[activator],-3.0%,0.8
Cc1ccc(/C(O)=C2/C(=O)C(=O)N(CCN3CCOCC3)C2c2cccnc2)cc1 (stereo not given),3.8%,1.5,-0.2%,-1.2,1.6%,19.4%,-26.8,-0.5%,-3.2%,-1.2

The list continues:
structure,MBNL1 CUG block,TRPV1 agonist,GALK inh,hERG WT inh,A-T KAP1 phos,a7 integrin act,KCNH2 3.1 inh,CXXC DNA block,ASM inhibitor,Coupling enz
O=S(=O)(NCC1(N2CCOCC2)CCCCC1)c1ccc(F)cc1,nt,1.4,nt,3.7,9.1%,6.5%,1.0,nt,nt,nt
CCOc1ccc(N2C(=O)CC(N3CCOCC3)C2=O)cc1 (stereo not given),-8.6%,2.9,2.0%,-0.3,-9.7%,11.3%,11.8,1.6%,6.3%,-2.0
CCOC(=O)c1nnn(-c2nonc2N)c1-c1ccc(OCC)cc1,2.3%,1.1,2.8%,-3.6,-0.5%,0.5%,1.7,-1.2%,-2.8%,0.6
O=C(CCCc1ccccc1)Nc1ccnn1C1CCN(Cc2ccccc2)CC1,-8.6%,-0.9,-4.0%,4.2,8.5%,-1.4%,-31.3,-10.3%,1.6%,nt
Cc1ccc(C(=O)NC(C)C2CC3CCC2C3)c(C)c1 (stereo not given),0.0%,10.6,15.6%,-1.3,1.6%,-11.6%,-11.4,18.5%,0.4%,3.9
O=C(OCc1cc(=O)n2cc(Br)ccc2n1)c1ccc(Cl)c(S(=O)(=O)NCc2ccccc2)c1,nt,-1.3,-0.1%,12.3,-0.8%,2.5%,-21.7,10.1%,-3.3%,-0.2
Cc1nn(C(C)C(=O)NCCCc2ccccc2)c(=O)c2cc3occc3n12 (stereo not given),3.3%,5.9,-1.5%,0.7,3.9%,3.3%,-5.6,-7.9%,-2.4%,3.1
Cc1cc(C)n(-c2ccc(C(=O)Nc3cccc([N+](=O)[O-])c3)cc2)n1,7.8%,?,-2.8%,0.7,-0.6%,-0.3%,-11.3,-7.7%,138.7%,-0.3
O=C(Oc1ccc(N(Cc2cccs2)C2=NS(=O)(=O)c3ccccc32)cc1)c1ccc(Cl)cc1,-11.2%,-1.1,-2.7%,?,3.7%,-20.9%,-99.1*,14.4%,-4.1%,-2.9
Cc1cccc(OCCC(=O)OCC(=O)Nc2c(C)nn(-c3ccccc3)c2C)c1,nt,?,nt,-0.2,-1.7%,5.4%,-9.8,nt,4.6%,nt
S=C1NNC2(NN1)C1CC3CC(C1)CC2C3,-0.9%,-1.5,-4.0%,4.5,6.0%,26.9%,4.4,-3.1%,1.4%,0.5
O=C1CCN(CCc2ccccc2)CCN1[C@H](CSc1ccc(Br)cc1)c1ccccc1,7.9%,9.7,-3.5%,-169.5*,3.2%,10.5%,-113.2*,7.1%,-16.2%,0.6
O=C1NC(=O)N2CCSC2(Cc2ccccc2)N1 (stereo not given),nt,nt,nt,10.5,nt,2.9%,19.2,nt,-2.9%,nt
O=C(CN(C(=O)c1csnn1)c1ccccc1C(F)(F)F)NCc1ccccc1,-4.0%,0.4,-1.4%,-3.5,4.9%,-11.1%,13.5,-4.9%,2.1%,0.6

Source: PubChem BioAssay
